Salmonella PhoP GFP = inhibitors of PhoP regulon expression, primary screen, Salmonella Typhimurium, GFP reporter (AID 1863); S. Typhimurium PhoP-regulated promoter GFP reporter, 4 h; higher % means a stronger effect; inhibition, % at 50 µM; hits with a dose series show IC50 in µM; 0.16% of 300,000 active;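 active means inhibition over 29.93%, a cutoff 3 SD above the screen mean, later confirmed by dose response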;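 further: 0% = low Mg2+ inducing control and 100% = high Mg2+ repressing control; strong numbers were not always called active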
T cell HTS = modulators of CD8 T cell-vesicle binding, primary screen, mouse 2C CD8+ T cells, flow cytometry | AID 2052, 2009 | calls only at 7 µM | 0.068% of 330,000 active | 2C CD8+ T cell-vesicle binding; stronger effect = lower value;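 active means response, share of CD8 T cells binding vesicles, and their 90th percentile fluorescence all below set limits, cut at about 80% in these data, passing the limit was not always enough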
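Test system: purified 2C TCR transgenic mouse naive CD8+ T cells. Probe or stimulus: QL9-peptide-loaded Drosophila micro-vesicles bearing Ld, ICAM-1 and B7-1. Incubation: binding step 1.5 h, 37 °C, antibody labelling 20 min, ice. Measured by: flow cytometry of vesicle-bound cells.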
Hep lipid drop = inhibitors of hepatocyte lipid droplet formation, primary screen, imaging, high-throughput imaging, BODIPY stain | AID 1656, 2009 | AML12 mouse hepatocytes, oleate lipid droplets | inhibition, % at 6.5 µM | 0.4% of 240,000 active;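 active means lipid droplet intensity inhibited by at least 50%, with more than 500 cells counted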
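Material – mouse AML12 hepatocyte cell line, fixed after treatment · Compound dosing – one dose, 6.5 µM compound · Times – compound with oleate, overnight · Measured by – Image-based BODIPY and DAPI two-channel analysis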
Hep lipid drop cells 6.5 µM = further read-out of Hep lipid drop, marked with its call; cell count; measured here: cell count, cytotoxicity flag;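 cells counted across two imaged fields per well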
T cell HTS vesicle-bound % = recorded beside T cell HTS, whose call it bears; double positive events, %; measured here: CD8+ vesicle-bound cell fraction;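 binding gate set so that unloaded-vesicle control wells show 10% double positive cells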
* marks the source's active call; other numbers are inactive results; i = inactive. A portion of the library (hit frequency here may not be typical).

1: CC(=O)Nc1ccc(S(=O)(=O)N2CN(c3ccc(C)cc3)c3nc4ccccc4nc32)cc1
2: Cc1nc2ccccn2c1C(=O)N/N=C/c1ccccc1
3: Cn1nc(C(=O)N2CCN(c3ccc(F)cc3)CC2)c2c1-c1ccccc1S(=O)(=O)C2
4: O=[N+]([O-])c1ccc(S(=O)(=O)N2CCN(Cc3ccco3)CC2)cc1
5: Cc1sc2ncn(CC(=O)N3CCCCC3)c(=O)c2c1S(=O)(=O)N1CCC(C)CC1
6: COc1cc2cc(C(=O)Nc3ccc4c(c3)OCCO4)[nH]c2cc1OC

Screen / compound no.	1	2	3	4	5	6
Salmonella PhoP GFP	0%	-8%	12%	-3%	6%	6%
Hep lipid drop cells 6.5 µM	712	726	748	782	808	727
Hep lipid drop	-4	12	3	-1	-5	3
T cell HTS	i	i	i	i	i	i
T cell HTS vesicle-bound %	28	52	51	25	40	31

7: O=C(CN1C(=O)COc2ccccc21)N1CCN(C2CCCCC2)CC1
8: O=C(NC(=S)Nc1ccc(Br)c(Cl)c1)C1CC1
9: CC(=O)CCC(=O)NC1CCCc2c1cnn2-c1ccc(C(C)(C)C)cc1 (stereo not drawn)
10: Cc1cccc([C@@H]2[C@@H]3C(=O)N(Cc4ccccc4)C(=O)[C@@H]3[C@]3(CC(C)C)C(=O)N(c4cccc(Cl)c4)C(=O)N23)c1
11: Cc1ccc(OCCSc2nc3ccccc3n2CCC(=O)O)cc1
12: COc1ccc(-c2nnc(-c3ccccc3O)o2)cc1

Screen / compound no.	7	8	9	10	11	12
Salmonella PhoP GFP	-2%	-1%	4%	1%	6%	2%
Hep lipid drop cells 6.5 µM	772	689	842	809	776	820
Hep lipid drop	-2	5	-8	-2	-2	-5
T cell HTS	i	i	i	i	i	i
T cell HTS vesicle-bound %	41	15	57	10	64	46

13: CCC(=O)N1c2ccccc2NC2=C(C(=O)CC(C)(C)C2)C1c1ccc(O)c(OC)c1 (stereo not drawn)
14: Cn1c(=O)n(C)c2cc(N3CCCCC3)c(NC(=O)c3cccc(Cl)c3)cc21
15: CCOC(=O)C1CCN(C(=O)c2oc3ccc4c(c3c2C)C(O)CC2(CCCCC2)O4)CC1 (stereo not drawn)
16: N#CC1(c2ccccc2)CCN(S(=O)(=O)c2ccc(OC(F)(F)F)cc2)CC1
17: CSc1ccc(CCNC(=O)c2cccc3c2C(=O)N(C2CCCCC2)C3)cc1
18: COC(=O)c1ccc(NC(=O)CN2CCN(CC#N)CC2)cc1

Screen / compound no.	13	14	15	16	17	18
Salmonella PhoP GFP	-5%	5%	-2%	-3%	1%	-4%
Hep lipid drop cells 6.5 µM	819	720	690	809	713	835
Hep lipid drop	3	-28	-17	-62	-1	14
T cell HTS	i	i	i	i	i	i
T cell HTS vesicle-bound %	53	11	50	63	29	63

19: CCNC(=S)N1CCC(C(=O)c2ccc(Cl)cc2)CC1
20: CCC(C)c1ccccc1OCCCN(C)Cc1ccccc1 (stereo not drawn)
21: CC(=O)c1ccc(S(=O)(=O)N(CCCO)Cc2cc3cc(C)ccc3[nH]c2=O)cc1
22: Cc1ccc(N2CC(C(=O)Nc3nc4ccc(S(C)(=O)=O)cc4s3)CC2=O)cc1 (stereo not drawn)
23: COC(=O)c1cnc(Nc2cc(C)ccc2OC)c2ccccc12
24: CC(NC(=O)c1ccc(N(C)C)c([N+](=O)[O-])c1)c1ccc(-n2ccnc2)cc1 (stereo not drawn)

Screen / compound no.	19	20	21	22	23	24
Salmonella PhoP GFP	-4%	-5%	1%	-4%	-8%	0%
Hep lipid drop cells 6.5 µM	801	792	786	804	614	620
Hep lipid drop	7	-14	1	-2	7	-10
T cell HTS	i	i	i	i	i	i
T cell HTS vesicle-bound %	70	46	39	68	34	54

25: CC[C@H](C)[C@H](NC(=O)CNC(=O)COc1cc2c(c3oc(=O)cc(C)c13)CCC(C)(C)O2)C(=O)O
26: Cn1cccc1/C=N/NC(=O)c1cc2ccccc2cc1O
27: NNC(=O)/C(=C\c1ccco1)NC(=O)c1ccco1
28: COc1ccc(N(C(=O)CNC(=O)c2ccco2)C(C(=O)NCC2CCCO2)c2ccccc2)cc1 (stereo not drawn)
29: CCc1ccc(-c2cnc3ccccc3n2)cc1NC(=O)CNC(=O)c1ccccc1
30: CS(=O)(=O)N1CCc2ccc(NC(=O)C3CCCO3)cc2C1 (stereo not drawn)

Screen / compound no.	25	26	27	28	29	30
Salmonella PhoP GFP	3%	3%	-4%	7%	0%	5%
Hep lipid drop cells 6.5 µM	505	767	857	768	705	640
Hep lipid drop	1	-10	0	6	-2	-6
T cell HTS	i	i	i	i	i	i
T cell HTS vesicle-bound %	51	18	50	60	22	34

31: COc1ccc(N2CC(C(=O)N3CCOCC3)CC2=O)cc1 (stereo not drawn)
32: O=c1c2ccccc2oc2cc(OCc3cccc(F)c3)cc(O)c12
33: Cc1c(C=O)c2ccccc2n1CCOc1ccccc1
34: O=C(CCN1C(=O)/C(=C\c2ccccc2)SC1=S)N1CCCCC1
35: COCCCNC(=O)C(=O)Nc1cc2c3c(c1)CCC(=O)N3CCC2
36: CC(=O)Nc1ccc(N/C=C/C(=O)c2ccccc2)cc1

Screen / compound no.	31	32	33	34	35	36
Salmonella PhoP GFP	2%	-9%	22%	4%	1%	8%
Hep lipid drop cells 6.5 µM	827	835	839	677	699	848
Hep lipid drop	8	-6	-1	-15	-1	34
T cell HTS	i	i	i	i	i	i
T cell HTS vesicle-bound %	25	13	13	30	16	35

37: Cc1cc(C)cc(C(=O)NCCCN2CCOCC2)c1
38: CN1CCN(S(=O)(=O)c2ccc(NC(=O)c3ccccc3Cl)cc2)CC1
39: Cc1cc(C)nc(SCCCNCc2ccc(Br)cc2)n1
40: Cc1ccc(S(=O)(=O)NCCC(=O)Nc2ccc(S(=O)(=O)NC(C)C)cc2)cc1
41: CCCCOc1cccc(C(=O)Nc2ccc(NC(=O)c3ccco3)cc2)c1
42: CC1(CCBr)C(=O)N(c2ccccc2)c2ccccc21 (stereo not drawn)

Screen / compound no.	37	38	39	40	41	42
Salmonella PhoP GFP	2%	-2%	10%	6%	10%	-2%
Hep lipid drop cells 6.5 µM	820	793	770	759	752	738
Hep lipid drop	-4	-3	1	8	15	-11
T cell HTS	i	i	i	i	i	i
T cell HTS vesicle-bound %	34	47	32	40	41	12

43: COc1ccc(N/C=C/C(=O)c2cc(OC)c(OC)c(OC)c2)cc1
44: COc1ccc(S(=O)(=O)NCC2CCC(C(=O)NCc3ccc(F)cc3)CC2)cc1 (stereo not drawn)
45: O=C1Nc2ccc(Br)cc2C1Cc1ccccc1F (stereo not drawn)
46: CCOc1ccc(C2/C(=C(\O)c3ccc4c(c3)OCCO4)C(=O)C(=O)N2CCCN2CCOCC2)cc1OC (stereo not drawn)
47: O=C(CCCC(=O)N(CC(=O)NC1CCCC1)c1ccc(F)c(Cl)c1)Nc1ccccn1
48: CCN(Cc1ccncc1)Cc1ccc(OC)cc1OC

Screen / compound no.	43	44	45	46	47	48
Salmonella PhoP GFP	2%	0%	-3%	-15%	-2%	6%
Hep lipid drop cells 6.5 µM	416	807	862	715	844	750
Hep lipid drop	-78	2	-1	5	1	1
T cell HTS	i	i	i	i	i	i
T cell HTS vesicle-bound %	30	20	22	34	25	56

49: Cc1occc1C(=O)N1CCN(c2ccc([N+](=O)[O-])cc2)CC1
50: O=C(NCCN1CCOCC1)c1ccc(Cl)cc1O
51: CC1Oc2ccccc2N(CC(=O)N2CCCC2)C1=O (stereo not drawn)
52: O=C(NN1C(=O)NC2(CCCCC2)C1=O)c1ccc(-c2ccc([N+](=O)[O-])cc2)o1
53: O=C(CN1C(=O)S/C(=C\c2cccc(Cl)c2)C1=O)NC1C=CS(=O)(=O)C1 (stereo not drawn)
54: O=C(COC(=O)c1cc([N+](=O)[O-])ccc1N1CCOCC1)Nc1ccc(Cl)cc1

Screen / compound no.	49	50	51	52	53	54
Salmonella PhoP GFP	2%	0%	-11%	4%	0%	2%
Hep lipid drop cells 6.5 µM	687	860	893	884	630	730
Hep lipid drop	-16	9	14	-2	-13	-13
T cell HTS	i	i	i	i	i	i
T cell HTS vesicle-bound %	56	16	20	17	34	27

55: Cc1ccc(N(CC(=O)NCc2ccccc2)C(=O)c2csnn2)cc1
56: CC(=O)c1ccc(OCc2cc(C(=O)NC(C)c3cnn(C)c3)no2)cc1 (stereo not drawn)
57: COC(=O)c1ccc(C(=O)N(Cc2ccccc2)c2ccccc2)cc1
58: COCCCn1c(-c2cccc(Cl)c2)nc2c1c(=O)[nH]c(=O)n2Cc1ccccc1
59: O=S1(=O)CCOC[C@H](CC2CCCCC2)N1Cc1cccc(C(F)(F)F)c1
60: Cc1ccc(S(=O)(=O)N2C(=O)CCC2C(=O)O/N=C(\N)c2cccc([N+](=O)[O-])c2)cc1 (stereo not drawn)

Screen / compound no.	55	56	57	58	59	60
Salmonella PhoP GFP	15%	2%	-4%	-4%	10%	14%
Hep lipid drop cells 6.5 µM	697	835	829	781	783	790
Hep lipid drop	-11	4	-1	0	-4	-3
T cell HTS	i	i	i	i	i	i
T cell HTS vesicle-bound %	36	66	13	31	18	32

61: COc1cc(C(=O)NCc2nnc(SCC(=O)N3CCCCCC3)o2)cc(OC)c1OC
62: CCc1ccccc1N1CC(C(=O)Nc2nccs2)CC1=O (stereo not drawn)
63: Cc1occc1C(=O)NCc1nc(-c2ccc(Cl)cc2)no1
64: Cc1ccc(/C=C(\NC(=O)c2ccccc2)C(=O)N2CCCCC2)cc1
65: O=[N+]([O-])c1ncccc1OCc1ccc(-c2ccccc2)cc1
66: Cc1cccc(C)c1OCCSc1nc2ccccc2n1CC(=O)O

Screen / compound no.	61	62	63	64	65	66
Salmonella PhoP GFP	-3%	-3%	9%	9%	5%	-6%
Hep lipid drop cells 6.5 µM	685	784	784	807	787	762
Hep lipid drop	-1	5	-1	-3	6	0
T cell HTS	i	i	i	i	i	i
T cell HTS vesicle-bound %	29	25	43	7	27	59

Overlap with the part before: two entries, followed by the next part.
65: O=[N+]([O-])c1ncccc1OCc1ccc(-c2ccccc2)cc1
66: Cc1cccc(C)c1OCCSc1nc2ccccc2n1CC(=O)O
67: Cc1ccc(S(=O)(=O)N2CCCCC2)cc1C(=O)N(C)CCOc1ccccc1
68: CN(C(=O)C1CCC(=O)N(CCCN2CCCC2=O)C1)C(C1CC1)C1CC1 (stereo not drawn)
69: Cc1ccc(NC(=O)CN2C(=O)COc3ccc(S(=O)(=O)N4CCCC4)cc32)cc1C
70: COc1cccc2[nH]c3c(=O)[nH]cnc3c12
71: COc1ccc(NC(=O)c2ccco2)cc1NC(=O)c1ccccc1[N+](=O)[O-]
72: COc1ccc(C(C)=O)cc1CC(=O)NCCCn1ccnc1
73: Cc1ccc(CS(=O)Cc2ccc(C(=O)NCc3ccccc3)o2)cc1 (stereo not drawn)

Screen / compound no.	65	66	67	68	69	70	71	72	73
Salmonella PhoP GFP	5%	-6%	5%	0%	-8%	10%	-1%	-6%	-10%
Hep lipid drop cells 6.5 µM	787	762	865*	814	646	810	601	795	761
Hep lipid drop	6	0	62*	15	2	-1	35	-1	-1
T cell HTS	i	i	i	i	i	i	i	i	i
T cell HTS vesicle-bound %	27	59	8	6	39	23	61	20	8

Laid out differently: entries from further up.
Fields: Salmonella PhoP GFP	Hep lipid drop cells 6.5 µM	Hep lipid drop	T cell HTS	T cell HTS vesicle-bound %
(60) Cc1ccc(S(=O)(=O)N2C(=O)CCC2C(=O)O/N=C(\N)c2cccc([N+](=O)[O-])c2)cc1 (stereo not drawn)
 : 14%	790	-3	i	32
(61) COc1cc(C(=O)NCc2nnc(SCC(=O)N3CCCCCC3)o2)cc(OC)c1OC
 : -3%	685	-1	i	29
(62) CCc1ccccc1N1CC(C(=O)Nc2nccs2)CC1=O (stereo not drawn)
 : -3%	784	5	i	25
(63) Cc1occc1C(=O)NCc1nc(-c2ccc(Cl)cc2)no1
 : 9%	784	-1	i	43
(64) Cc1ccc(/C=C(\NC(=O)c2ccccc2)C(=O)N2CCCCC2)cc1
 : 9%	807	-3	i	7
(65) O=[N+]([O-])c1ncccc1OCc1ccc(-c2ccccc2)cc1
 : 5%	787	6	i	27
(66) Cc1cccc(C)c1OCCSc1nc2ccccc2n1CC(=O)O
 : -6%	762	0	i	59
(67) Cc1ccc(S(=O)(=O)N2CCCCC2)cc1C(=O)N(C)CCOc1ccccc1
 : 5%	865*	62*	i	8
(68) CN(C(=O)C1CCC(=O)N(CCCN2CCCC2=O)C1)C(C1CC1)C1CC1 (stereo not drawn)
 : 0%	814	15	i	6
(69) Cc1ccc(NC(=O)CN2C(=O)COc3ccc(S(=O)(=O)N4CCCC4)cc32)cc1C
 : -8%	646	2	i	39
(70) COc1cccc2[nH]c3c(=O)[nH]cnc3c12
 : 10%	810	-1	i	23
(71) COc1ccc(NC(=O)c2ccco2)cc1NC(=O)c1ccccc1[N+](=O)[O-]
 : -1%	601	35	i	61
(72) COc1ccc(C(C)=O)cc1CC(=O)NCCCn1ccnc1
 : -6%	795	-1	i	20
(73) Cc1ccc(CS(=O)Cc2ccc(C(=O)NCc3ccccc3)o2)cc1 (stereo not drawn)
 : -10%	761	-1	i	8
